# Compound activity: PubChem BioAssay, several laboratories
# TRPC4 agonist = activators of mouse TRPC4 channel, primary screen, Fluo4 calcium, HEK293 TRPC4beta/mu-opioid cells | Fluo4 calcium fluorescence; hits give high values | Short transient receptor potential channel 4 (Mus musculus), Q9QUQ5 | 0.49% of 310,000 active | AID 2237, 2010 | B-score at 10 µM;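 active = B-score above 5 SD of library B-scores, and initial fluorescence ratio not above library mean plus 5 SD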;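 note: positive B-score marks a calcium rise read as TRPC4 activation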
#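 System – HEK293 cells stably co-expressing mouse TRPC4beta and mu-opioid receptor · Signal – Fluo4 calcium-sensitive dye fluorescence, kinetic, 1 Hz baseline · Benchmarks – buffer (low) and maximal DAMGO (high) · Read-out – B score of integrated fluorescence ratio per well · Incubation – dye loading 45 min room temperature, 110 s kinetic read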
# TRPC6 inhibitor = mouse TRPC6 channel inhibitors, primary screen, cell-based, HEK293, membrane potential dye; Short transient receptor potential channel 6 (Mus musculus), Q61143; ACh-evoked depolarization; hits give low values; B-score at 10 µM; 1.1% of 310,000 active; AID 2553, 2010;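 active = B-score under library mean minus 3 SD, initial fluorescence not abnormally high, positive integrated signal ratio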;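 note: B-score derived from integrated fluorescence ratio over the kinetic read; more negative B-score means stronger inhibition of depolarization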
# aSyn UTR inh = MLPCN primary screen, SNCA 5' untranslated region | alpha-synuclein 5'UTR reporter, inhibitor activity | inhibition, % (tested at 7.5 µM) | 0.82% of 300,000 active; in the data active = inhibition above about 60%; inconclusive = no clear call, values can overlap the other calls;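 note: H4 neuroglioblastoma cells stably carrying SNCA 5'UTR luciferase fusion; 0% = DMSO wells and 100% = positive control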
# KLF5 inhibitor = KLF5 expression inhibitors, primary screen, DLD-1 cells, luminescence; 0.23% of 290,000 active; AID 1700, 2009; inhibition, % at 5 µM; DLD-1 KLF5 promoter-luciferase reporter;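 active = inhibition above a per-plate limit of that plate's mean compound inhibition plus 3 SD, cut at about 60% in these data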;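 note: 0% = DMSO wells and 100% = LY294002 at 200 µM; higher means less KLF5 promoter-driven luciferase light; inactives centre near -14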
# SKKanGAS inh = S. pyogenes SKKanGAS growth inhibitors in kanamycin, primary screen, streptokinase expression inhibitor project, SKKanGAS strain, BacTiter-Glo luminescence; 1.3% of 300,000 active; inhibition, % at 7.5 µM; AID 1662, 2009; 6 h;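 active = mean replicate score, as percent of positive control median, at least 50; inconclusive = mean below 50 but one replicate at or above 50; inactive = mean and every replicate below 50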;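 note: strain carries kanamycin resistance gene driven by streptokinase promoter and grows in 40 µg/ml kanamycin; loss of luminescence reflects streptokinase promoter inhibition or plain growth inhibition; 0% = median of DMSO wells and 100% = positive control at its reference dose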
# TRPC4 PAM = positive allosteric modulators of TRPC4, primary screen, cell-based, mouse TRPC4beta, HEK293 mu-opioid, Fluo-4 calcium. Short transient receptor potential channel 4 (Mus musculus), Q9QUQ5. DAMGO EC20, Fluo-4 Ca2+ flux; hits give high values. B-score at 10 µM. 0.42% of 310,000 active;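 active = B-score of calcium response area above 5 SD of library B-scores, with initial fluorescence ratio within 5 SD of library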;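 note: B-score of integrated fluorescence ratio over time as area under calcium response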
# TRPC4 inh = inhibitors of mouse TRPC4 channel, primary screen, Fluo4 calcium, HEK293 TRPC4beta/mu-opioid cells; AID 2247, 2010; DAMGO-evoked Fluo4 calcium flux; hits give low values; Short transient receptor potential channel 4 (Mus musculus), Q9QUQ5; 0.39% of 300,000 active; B-score at 10 µM;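 active = B-score over 3 SD under the library average, no early fluorescence shift, positive overall ratio signal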
#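 Assay system: HEK293 cells with stable TRPC4beta plus mu-opioid receptor expression. Dosing: single dose. Measured by: Fluo4 Ca2+ flux fluorescence. Also added: DAMGO in two steps, submaximal then maximal. Read-out: B score from integrated Fluo4 fluorescence ratio.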
# MrgX1 antagonist = antagonists of human MrgX1 receptor, primary screen, HEK293 cells, Fluo-4 calcium flux; BAM8-22 antagonism; hits give low values; B-score at 10 µM; 1.3% of 310,000 active;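 active = calcium-response B-score plate-corrected more than 3 library SD below zero, starting fluorescence within 5 deviations, no agonist response on first addition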;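 note: peak minus trough fluorescence over baseline after final BAM8-22 challenge near maximal dose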
# Target sequence (Q96LB2 whole entry, looked up): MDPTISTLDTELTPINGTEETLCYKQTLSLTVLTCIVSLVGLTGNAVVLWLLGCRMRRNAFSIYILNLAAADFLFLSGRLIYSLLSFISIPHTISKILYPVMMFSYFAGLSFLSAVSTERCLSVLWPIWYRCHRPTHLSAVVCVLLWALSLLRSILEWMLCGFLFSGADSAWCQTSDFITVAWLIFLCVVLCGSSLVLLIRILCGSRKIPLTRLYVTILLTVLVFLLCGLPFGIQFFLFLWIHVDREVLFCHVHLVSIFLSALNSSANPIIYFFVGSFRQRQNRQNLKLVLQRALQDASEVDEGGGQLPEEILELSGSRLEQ
# HIF act = HIF pathway transcriptional activators, primary screen, cell-based, U2OS HRE-luciferase, luminescence. U2OS HRE-luciferase reporter; normalized: DMSO 0%, desferrioxamine 100%. 0.32% of 300,000 active. activation, % at 7.5 µM (by protocol). AID 1910, 2009;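 active = mean activation of at least 10% of the iron chelator positive control signal, with at least half of replicates also reaching 10%; inconclusive = mean and replicate majority disagree about reaching 10%; inactive = mean and most replicates under 10%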
# TRPC6 activator = mouse TRPC6 channel activators, primary screen, cell-based, HEK293, membrane potential dye; HEK293-TRPC6 membrane potential dye fluorescence; hits give high values; B-score at 10 µM; 0.13% of 310,000 active;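 active = B-score of the integrated fluorescence ratio above library mean plus 3 SD, and starting fluorescence ratio within library mean plus 5 SD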;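 note: higher score means more depolarization so channel activation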
# IEC-6 cytotox = cytotoxicity in IEC-6 intestinal epithelial cells, primary screen, cytotoxicity control for KLF5 inhibitor project, cell-based, luminescence. IEC-6 cytotoxicity, luminescence viability. inhibition, % at 5 µM. 0.78% of 290,000 active; in the data active = inhibition above about 22%;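 note: 0% = plate median of test compound wells and 100% = cytotoxic reference compound wells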
# The depositor's hits bear a star; i = inactive; ? = inconclusive; nt = not tested or not shown. Hits appear at their usual frequency (roughly 5.8% active in at least one column).
SMILES,TRPC4 agonist,TRPC6 inhibitor,aSyn UTR inh,KLF5 inhibitor,SKKanGAS inh,TRPC4 PAM,TRPC4 inh,MrgX1 antagonist,HIF act,TRPC6 activator,IEC-6 cytotox
O=C(COC(=O)CCC(=O)c1ccc(Cl)cc1)NCc1ccco1,i,i,-10,21,0,i,i,i,-0.2,i,-1
Cc1noc(C)c1CSc1nnc(-c2ccncc2)n1-c1ccc(Cl)c(Cl)c1,i,i,15,-7,4,i,i,i,-0.3,i,9
CCCCn1c(N)c(NCC(C)C)c(=O)[nH]c1=O,i,i,4,5,-6,i,i,i,-0.5,i,-1
CCCc1cc(=O)[nH]c2nnc(SCC(=O)Nc3nccs3)n12,i,i,6,nt,-2,i,i,i,-0.1,i,nt
O=C(N/N=C/c1cn[nH]c1-c1ccc(F)cc1)c1ccncc1,i,i,22,-9,3,i,i,i,0.2,i,2
Cn1nnnc1-c1cc(Br)ccc1NC(=O)c1ccccc1,i,i,11,-42,-11,i,i,i,-0.5,i,5
Cc1ccc(C)c(N2CCN(C(=O)c3nn(C)c4c3CS(=O)(=O)c3ccccc3-4)CC2)c1,i,i,13,-5,5,i,i,i,-0.4,i,1
C=C(C)C(=O)Nc1cccc(C(C)=O)c1,i,i,-16,-22,1,i,i,i,0.4,i,-4
O=C(CSCc1cccc(Cl)c1)OCc1nc2ccsc2c(=O)[nH]1,i,i,-3,nt,-13,i,i,i,-0.2,i,nt
Cc1cccc(NC(=O)c2cc(S(=O)(=O)N3CCC4(CC3)OCCO4)ccc2F)c1,i,i,-3,-27,0,i,i,i,0.5,i,-1
COC(=O)c1ccc(NC(=S)NC(=O)C2CCC2)cc1,i,i,-33,-37,-1,i,i,i,0.7,i,-3
CCSc1nnc(NC(=O)c2cc(OC)c(OC)c(OC)c2)s1,i,i,-12,4,-3,i,i,i,0.3,i,1
c1coc(-c2nnc(SCc3nc4ccccc4[nH]3)o2)c1,i,i,-46,1,-3,i,i,i,0.3,i,-2
O=C(Nc1nnc(SCc2ccc(F)cc2)s1)c1ccccn1,i,i,63*,4,63*,i,i,nt,7.0,i,78*
O=C(CSCc1ccccc1F)NCc1ccccc1,i,i,-48,-85,0,i,i,i,2.3,i,-7
Cc1ccc(OCc2cc(C(=O)NCCn3cccn3)no2)cc1C,i,i,-6,-41,-1,i,i,i,1.4,i,9
Cc1nn2c(nc(N3CCCCC3)c3ccccc32)c1C=O,i,i,?,16,6,i,i,i,-0.9,i,-6
O=C(O)c1ccc(C[n+]2c(-c3ccccc3)csc2Nc2ccccc2)cc1,i,i,25,-16,8,i,i,i,7.6,i,4
CN(C)CCCNC(=O)CCc1nc2ccccc2c(=O)[nH]1,i,i,9,-13,-2,i,i,i,0.0,i,0
CCOc1ccc(N2C(=O)C3ON(C)C(c4ccc([N+](=O)[O-])cc4)C3C2=O)cc1 (stereo not drawn),i,i,-26,-19,-10,i,i,i,-0.2,i,-2
C[C@]12C(=O)N(c3ccc(C(F)(F)F)cc3)C(=O)N1[C@@H]1c3ccccc3OC[C@@H]1[C@H]2c1ccccc1,i,i,17,-10,8,i,i,i,0.8,i,2
Cc1cc(=O)cc(C)n1-c1ccc(Cl)c(Cl)c1,i,i,-9,-26,1,i,i,i,0.2,i,-2
C=CCn1c(SCc2ccc(Cl)cc2)nc2c1c(=O)[nH]c(=O)n2C,i,i,50,-21,4,i,i,i,0.1,i,-5
O=C(C1Cc2ccccc2CN1S(=O)(=O)c1cccs1)N1CCCCC1 (stereo not drawn),i,i,-15,-28,-3,i,i,i,1.1,i,-4
CCCCN(C(=O)CSCC(=O)Nc1ccc(C)cc1)c1c(N)n(CCCC)c(=O)[nH]c1=O,i,i,8,nt,0,i,i,i,-1.2,i,nt
Nc1nn(-c2ccccc2)c(N)c1N=Nc1cccc(F)c1,i,i,-57,-36,3,i,i,i,2.8,i,77*
Cc1cc(N2CCCC2)c(C)cc1C=O,i,i,3,-18,-1,i,i,i,0.1,i,4
COCCn1c(CN2CCc3ccccc3C2)nc2c1c(=O)n(C)c(=O)n2C,i,i,13,-3,-2,i,i,i,-0.5,i,0
Cn1ccnc1Sc1cc(Cl)ccc1[N+](=O)[O-],i,i,32,-20,-18,i,i,i,-0.2,i,7
Cc1ccc(S(=O)(=O)NNC(=S)NC(C)(C)C)cc1,i,i,20,-5,4,i,i,i,-0.9,i,-3
CCN(CC)c1nc(N)c([N+](=O)[O-])c(NCCO)n1,i,i,12,3,-3,i,i,i,0.3,i,4
O=Cc1ccc(N2Cc3ccccc3C2)cc1,i,i,-25,-97,0,i,i,i,1.8,i,-1
CC(=O)c1c(C)[nH]c(C(=O)Nc2ccc(Cl)cc2)c1C,i,i,-195,-178,-2,i,i,i,1.1,i,2
CCC(Oc1ccccc1)C(=O)Nc1nnc(C)s1 (stereo not drawn),i,i,6,-10,-2,i,i,i,-0.3,i,0
COc1ccc(OC)c(NC(=O)COC(=O)CNC(=O)c2ccc(OC)c(OC)c2)c1,i,i,2,-17,-4,i,i,i,0.3,i,5
Cc1cc(C(=O)N(C)Cc2c(F)cccc2Cl)c2ccccc2n1,i,i,14,0,3,i,i,i,-0.2,i,4
Cc1cccc2nc(CSC(=N)N)c(Br)n12,i,i,-17,-46,0,i,i,i,0.5,i,12
O=C(Nc1nc(-c2ccccn2)cs1)C1CC1,i,i,-111,-37,51*,i,i,i,2.1,i,2
CC1CCN(C(=O)Cn2c(=O)oc3ccccc32)CC1,i,i,-8,-11,-2,i,i,i,0.0,i,1
CSc1cccc(NC(=S)Nc2cc(C)ccc2C)c1,i,i,-139,-33,-15,i,i,i,3.1,i,9
CCOc1ccc(CCNC(=O)Cn2c(=O)c3cccn3c3cccnc32)cc1,i,i,15,-12,1,i,i,i,-0.1,i,-2
Cn1c(=O)c2c(nc(CN3CCN(CCO)CC3)n2CCc2ccccc2)n(C)c1=O,i,i,-9,-23,2,i,i,i,-0.1,i,-3
CCC(C(=O)OCC(=O)N1C(C)CCCC1C)c1ccccc1 (stereo not drawn),i,i,-11,-28,0,i,i,i,-1.2,i,-1
CC(=O)C1=C(O)C(=O)N(Cc2cccnc2)C1c1ccc(O)cc1 (stereo not drawn),i,i,8,-13,5,i,i,i,0.4,i,-1
CCOC(=O)C1CCN(S(=O)(=O)c2cc(C(=O)OC)n(C)c2)CC1,i,i,16,-18,-1,i,i,i,-0.4,i,-6
C/C(=N\N1CCN(C)CC1)c1ccc(OC(F)F)cc1,i,i,-2,-22,-16,i,i,i,1.4,i,3
COc1cccc(O[C@@H]2O[C@@H]3COC(C)(C)O[C@H]3[C@H](O)[C@H]2NC(C)=O)c1,i,i,17,-19,-2,i,i,i,0.1,i,1
Cc1cccc(-n2nc(C)cc2N)c1,i,i,-47,-6,0,i,i,i,0.2,i,-1
CCOC(=O)C1=C(C)N=c2s/c(=C\c3cccc(OCC(=O)O)c3)c(=O)n2C1c1ccccc1 (stereo not drawn),i,i,-24,-17,27,i,i,i,1.4,i,-5
Cc1ccccc1-c1nnc(-c2ccccc2)o1,i,i,-138,-70,-2,i,i,i,2.2,i,6
CCn1nc(NS(=O)(=O)c2ccccc2)c2cc3cccc(C)c3nc21,i,i,14,-18,31,i,i,i,0.1,i,5
CCc1ccc(/C=N/NC(=O)C(=O)NCCCN2CCOCC2)cc1,i,i,7,-6,-1,i,i,i,0.6,i,4
O=C(COC(=O)CNC(=O)c1ccc(Br)cc1)NCCC1=CCCCC1,i,i,-11,2,-5,i,i,i,0.2,i,-1
CC(C)OCCCNC(=O)C(=O)NCCCOC(C)C,i,i,-6,-7,3,i,i,i,-0.1,i,1
O=C(NCc1ccc(Cl)cc1)c1cnn2ccccc12,i,i,-142,-152,0,i,i,i,3.7,i,-2
O=C(O)COc1ccccc1/C=N/NC(=O)Cc1ccccc1,i,i,4,-33,-1,i,i,i,-24,i,0
Fc1ccc(Nc2cccc3nccnc23)cc1,i,i,-36,-8,2,i,i,i,1.0,i,7
CCCCCCCC(=O)NC1=NC(=O)C(C)(C)S1,i,i,3,-3,3,i,i,i,-0.6,i,5
CC1CCN(C(=O)C(C)NCc2ccc(F)cc2)CC1 (stereo not drawn),i,i,-19,-24,-2,i,i,i,1.0,i,-3
COc1cc(/C=N/NC(=O)c2ccncc2)ccc1OCc1cnc(Cl)s1,i,i,-153,-15,1,i,i,i,-0.3,i,-1

# Next part
SMILES,TRPC4 agonist,TRPC6 inhibitor,aSyn UTR inh,KLF5 inhibitor,SKKanGAS inh,TRPC4 PAM,TRPC4 inh,MrgX1 antagonist,HIF act,TRPC6 activator,IEC-6 cytotox
COc1ccc2[nH]cc(C(=O)CN3CCC(C)CC3)c2c1,i,i,-177,-50,-4,i,i,i,3.9,i,5
O=C(Nc1cccc(C(=O)O)c1)/C(=C/c1cccc([N+](=O)[O-])c1)NC(=O)c1cccc(Br)c1,i,i,-4,nt,-4,i,i,i,-0.2,i,nt
Cc1cc(=O)oc(C)c1C(=O)NCc1ccccc1,i,i,8,-1,-4,i,i,i,-1.1,i,2
C[C@H](NC(=O)c1nc[nH]c1C(=O)NCC(=O)OC(C)(C)C)c1ccccc1,i,i,24,-15,-3,i,i,i,-2.2,i,-3
O=c1cc(N2CCN(c3ccccc3)CC2)[nH]c(=O)n1Cc1ccc(F)cc1,i,i,29,-20,7,i,i,i,-0.2,i,-9
CCN(Cc1ccccc1)S(=O)(=O)c1ccc(C(=O)Nc2nnc(C)o2)cc1,i,i,24,42,?,i,i,i,-0.1,i,17
COc1ccc(CNC(=O)C/C(C)=N/NC(=O)c2ccc([N+](=O)[O-])cc2Cl)cc1,i,i,-7,-3,1,i,i,i,-0.1,i,-4
